CDK5 inh – inhibitors of human CDK5/p35 kinase | Recombinant CDK5/p35, ADP-Glo luminescence, 60 min | inhibition, % at 10 µM | actives 0.01% (n = 330,000);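 active = highest replicate inhibition of at least 50% and at least 75% of replicates reaching 50%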;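 also: plate controls were DMSO neutral control for no effect and GW8510 at 10 µM for full effect; many of its hits are not listed in these tables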
RTF Ca sens act – cardiac RTF calcium sensitization; IANBD-labeled TnC RTF fluorescence at EC20 calcium; 0% EC20 calcium, 100% full calcium; activation, % at 7.2 µM; actives 0.24% (n = 340,000); AID 493008;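 active = activation above the mean over all tested compounds plus 3 SD, cut at about 30% in these data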;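 also: rise in fluorescence read as greater calcium sensitivity of cardiac thin filaments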
PfHsp90 set2 – reduces growth (ATP signal) of yeast expressing P. falciparum Hsp90; inhibition, % at 9.4 µM; S. cerevisiae expressing PfHsp90, BacTiter-Glo ATP, 48 h; yeast lacking PDR1 and PDR3 efflux regulators; actives 0.32% (n = 310,000);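 active = every replicate shows inhibition above about 80%, whatever the replicate mean, limit read from the data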;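 also: 0% = DMSO neutral controls and 100% = 20 µM radicicol positive controls; yeast relying on Plasmodium falciparum Hsp90 in place of its own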
dFosB act – activators of mouse delta FosB homodimer; P13346; purified delta FosB, TAMRA-CDK5 oligo fluorescence polarization; percent of positive-control signal above neutral wells; activation, % at 25 µM; actives 0.99% (n = 340,000);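 active = mean activation above about 17%, with every replicate also reaching it, limit read from the data, passing the limit was not always enough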;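 also: fluorescence polarization rise as delta FosB binds a TAMRA Cdk5 AP-1 oligo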
Cardiac RTF inh – cardiac RTF calcium desensitization. actives 0.12% (n = 340,000). inhibition, % at 7.15 µM. IANBD-labeled cardiac RTF, Ca2+ fluorescence;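 active = inhibition above the mean inhibition of all tested compounds plus 3 SD, cut at about 17% in these data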;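 also: assay run at fixed EC70 calcium of 1.6 mM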
Rtt109 Vps75 – C. albicans Rtt109 histone acetyltransferase inhibition; Q5AAJ8; purified Rtt109/Vps75, ThioGlo CoA-SH fluorescence, 4 h; inhibition, % at 34.9 µM; actives 0.16% (n = 330,000);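 active = inhibition of at least 50% in every replicate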
Keap1 Nrf2 FP – disrupts human Keap1 binding to Nrf2 peptide; Q14145; Keap1 Kelch-Nrf2 peptide fluorescence polarization, 1536-well; inhibition, % at 9.4 µM; actives 0.15% (n = 340,000); AID 504523; in the data active = inhibition above about 12%;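 also: human Keap1 Kelch domain with fluorescein labeled Nrf2 9mer peptide probe; 0% = neutral control wells and 100% = peptide positive control; higher means more block of Keap1 binding to Nrf2 peptide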
SUMO Mot1 rescue – SUMOylation pathway inhibition by Mot1-301 growth rescue. S. cerevisiae Mot1-301 growth rescue, ATP luminescence, 38.5C; percent above DMSO median, 100 means doubled. growth rescue, % at 18.8 µM. actives 1% (n = 320,000);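 active = every valid replicate shows activation above 250% relative to neutral control wells; inactive = the rest, any valid replicate at or below 250%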;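 also: OY570 slx delta 5 strain wells were the positive control but not used for scaling; some compounds called inactive have numbers as strong as hits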
PvdQ inh – P. aeruginosa PvdQ acylase inhibition; purified PvdQ acylase, fluorescence plate reader; actives 0.063% (n = 340,000); inhibition, % at 10 µM; AID 488965; in the data active = inhibition above about 30%, passing the limit was not always enough;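 also: 0% = vehicle neutral wells and 100% = reference inhibitor wells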
LANA DNA inh – blocks KSHV LANA C-terminal domain binding to DNA. MBP-C-LANA/FAM-LBS DNA binding, fluorescence polarization. inhibition, % at 9 µM. actives 0.078% (n = 340,000);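 active = highest replicate inhibition at or above 60% at 9 µM, even if other replicates fall short; inactive = all replicates below 60% inhibition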;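 also: 0% = neutral control wells and 100% = 4 µM acridine orange control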
NSD2 HMT inh – inhibitors of human histone methyltransferase NSD2 | inhibition, % at 12.5 µM | O96028 | actives 0.54% (n = 310,000) | AID 743445 | NSD2 peptide methylation, AlphaScreen, 120 min; in the data active = inhibition above about 50%
Target sequence (O96028 whole entry, looked up): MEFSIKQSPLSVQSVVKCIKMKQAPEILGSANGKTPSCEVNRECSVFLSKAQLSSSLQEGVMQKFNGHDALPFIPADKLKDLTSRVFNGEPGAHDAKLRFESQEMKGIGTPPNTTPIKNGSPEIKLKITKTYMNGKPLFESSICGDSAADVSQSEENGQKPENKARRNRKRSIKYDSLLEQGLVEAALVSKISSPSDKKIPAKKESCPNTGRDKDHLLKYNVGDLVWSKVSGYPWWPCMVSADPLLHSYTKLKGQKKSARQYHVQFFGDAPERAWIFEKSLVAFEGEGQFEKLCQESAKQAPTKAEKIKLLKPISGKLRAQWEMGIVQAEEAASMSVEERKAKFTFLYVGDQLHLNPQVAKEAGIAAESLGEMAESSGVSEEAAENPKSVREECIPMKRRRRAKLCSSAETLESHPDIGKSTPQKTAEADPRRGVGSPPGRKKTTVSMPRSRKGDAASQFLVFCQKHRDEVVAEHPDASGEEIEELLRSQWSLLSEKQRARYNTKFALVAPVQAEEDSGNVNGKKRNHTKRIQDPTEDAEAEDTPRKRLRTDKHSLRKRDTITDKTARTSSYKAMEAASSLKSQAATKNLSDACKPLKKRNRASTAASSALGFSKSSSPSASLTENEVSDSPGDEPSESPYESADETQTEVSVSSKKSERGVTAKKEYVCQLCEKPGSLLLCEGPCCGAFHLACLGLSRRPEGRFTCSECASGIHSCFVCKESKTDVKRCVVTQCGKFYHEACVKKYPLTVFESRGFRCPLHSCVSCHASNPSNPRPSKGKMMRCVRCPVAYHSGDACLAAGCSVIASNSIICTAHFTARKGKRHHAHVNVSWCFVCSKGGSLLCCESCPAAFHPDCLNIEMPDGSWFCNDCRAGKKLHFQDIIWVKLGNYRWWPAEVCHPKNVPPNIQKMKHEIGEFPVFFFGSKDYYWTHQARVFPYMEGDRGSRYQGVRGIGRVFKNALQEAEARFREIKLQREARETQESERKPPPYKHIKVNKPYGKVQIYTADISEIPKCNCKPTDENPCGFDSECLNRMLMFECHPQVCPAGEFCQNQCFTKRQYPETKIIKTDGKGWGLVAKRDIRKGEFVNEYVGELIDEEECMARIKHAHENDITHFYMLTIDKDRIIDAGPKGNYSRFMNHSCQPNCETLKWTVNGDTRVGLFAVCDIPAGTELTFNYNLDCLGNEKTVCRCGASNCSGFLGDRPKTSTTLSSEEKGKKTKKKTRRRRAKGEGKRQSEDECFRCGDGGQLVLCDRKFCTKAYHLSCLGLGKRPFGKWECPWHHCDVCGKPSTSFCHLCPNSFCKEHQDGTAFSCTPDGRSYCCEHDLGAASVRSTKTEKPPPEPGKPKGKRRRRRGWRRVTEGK
An asterisk follows results filed as active.

`COc1ccccc1N=Nc1c(C)n[nH]c1C` gave CDK5 inh 2.8, RTF Ca sens act -7.2, PfHsp90 set2 -39.5, dFosB act -0.8, Cardiac RTF inh -7.7, Rtt109 Vps75 -0.8, Keap1 Nrf2 FP -4.4, SUMO Mot1 rescue -11.8, PvdQ inh -12.0, LANA DNA inh 1.6 and NSD2 HMT inh 2.3.
For COc1ccc(NC(=O)CSc2nnc(CCC(=O)Nc3ccc(C)c(Cl)c3)n2C)cc1 the results were CDK5 inh 4.1, RTF Ca sens act 10.1, PfHsp90 set2 3.6, dFosB act -3.4, Cardiac RTF inh -9.4, Rtt109 Vps75 -4.0, Keap1 Nrf2 FP 3.3, SUMO Mot1 rescue -25.5, PvdQ inh 2.0, LANA DNA inh 0.8 and NSD2 HMT inh 0.5.
`CC(C)c1cccc(C(C)C)c1NC(=O)COC(=O)c1ccc(OCC(=O)Nc2cccc(C(F)(F)F)c2)cc1` gave CDK5 inh -1.8, RTF Ca sens act 3.4, PfHsp90 set2 12.6, dFosB act -3.4, Cardiac RTF inh 3.1, Rtt109 Vps75 9.0, Keap1 Nrf2 FP -0.8, SUMO Mot1 rescue -9.7, PvdQ inh 2.1, LANA DNA inh 0.7 and NSD2 HMT inh -3.3.
`CN(CC(=O)Nc1ccc(F)cc1)C(=O)COC(=O)C1CCN(c2ccc(C(F)(F)F)cn2)CC1` gave CDK5 inh -0.1, RTF Ca sens act -8.7, dFosB act -4.2, Cardiac RTF inh -1.6, Rtt109 Vps75 16.3, Keap1 Nrf2 FP 3.4, SUMO Mot1 rescue 252.5, PvdQ inh -13.2, LANA DNA inh 0.2 and NSD2 HMT inh -1.4.
`C=CCn1c(CC(C)(C)C)nc2ccccc21` gave CDK5 inh -0.1, RTF Ca sens act 1.4, PfHsp90 set2 19.6, dFosB act -8.2, Cardiac RTF inh -6.8, Rtt109 Vps75 -0.4, Keap1 Nrf2 FP 2.5, SUMO Mot1 rescue 495.8, PvdQ inh -5.3, LANA DNA inh -3.6 and NSD2 HMT inh 2.7.
`N#Cc1cccc(NC(=O)CSc2sc3c(O)cc(=O)[nH]c3c2C#N)c1` gave CDK5 inh -0.1, RTF Ca sens act -1.0, PfHsp90 set2 -6.3, dFosB act -7.1, Cardiac RTF inh -7.5, Rtt109 Vps75 -5.8, Keap1 Nrf2 FP 0.7, SUMO Mot1 rescue 6.8, PvdQ inh 4.3 and LANA DNA inh 1.7.
For CCOC(=O)C1(C(=O)OCC)C(c2ccccc2)CC(O)N1C(C)=O (centres undefined) the results were CDK5 inh 1.0, RTF Ca sens act -5.8, PfHsp90 set2 -37.9, dFosB act -0.9, Cardiac RTF inh -5.4, Rtt109 Vps75 4.8, Keap1 Nrf2 FP -2.7, PvdQ inh -12.4, LANA DNA inh -0.3 and NSD2 HMT inh -2.4.
Screening COc1cc(NS(=O)(=O)c2ccc(NC(=O)/C=C/C(=O)O)cc2)nc(OC)n1 returned CDK5 inh -1.8, RTF Ca sens act 1.7, PfHsp90 set2 30.7, dFosB act 1.6, Cardiac RTF inh -4.0, Rtt109 Vps75 18.5, Keap1 Nrf2 FP -0.4, SUMO Mot1 rescue -6.2, PvdQ inh 4.8, LANA DNA inh -4.5 and NSD2 HMT inh 1.7.
For CN(C)c1ccc(/C=N/NC(=O)c2ccn(C)n2)cc1 the results were CDK5 inh 3.4, RTF Ca sens act -0.4, PfHsp90 set2 1.7, dFosB act 9.8, Cardiac RTF inh -6.3, Rtt109 Vps75 -2.1, Keap1 Nrf2 FP 0.8, SUMO Mot1 rescue -12.9, PvdQ inh -7.0, LANA DNA inh 2.0 and NSD2 HMT inh -1.8.
CCC(CC)C(=O)N1CC(=O)Nc2ccc(Br)cc2C1c1ccccc1 (centres undefined) was read as CDK5 inh -0.7, RTF Ca sens act -7.3, PfHsp90 set2 -13.3, dFosB act -5.9, Cardiac RTF inh -3.8, Rtt109 Vps75 11.3, Keap1 Nrf2 FP -3.9, SUMO Mot1 rescue 75.6, PvdQ inh 13.1 and LANA DNA inh 0.2.

Pulled by compound from above, 2 records:
For CCOC(=O)C1(C(=O)OCC)C(c2ccccc2)CC(O)N1C(C)=O (centres undefined) the results were CDK5 inh 1.0, RTF Ca sens act -5.8, PfHsp90 set2 -37.9, dFosB act -0.9, Cardiac RTF inh -5.4, Rtt109 Vps75 4.8, Keap1 Nrf2 FP -2.7, PvdQ inh -12.4, LANA DNA inh -0.3 and NSD2 HMT inh -2.4.
For CN(C)c1ccc(/C=N/NC(=O)c2ccn(C)n2)cc1 the results were CDK5 inh 3.4, RTF Ca sens act -0.4, PfHsp90 set2 1.7, dFosB act 9.8, Cardiac RTF inh -6.3, Rtt109 Vps75 -2.1, Keap1 Nrf2 FP 0.8, SUMO Mot1 rescue -12.9, PvdQ inh -7.0, LANA DNA inh 2.0 and NSD2 HMT inh -1.8.

Later entries
For COc1ccc(S(=O)(=O)NCC2CCCN(C(=O)c3ccccc3)C2)cc1 (centres undefined) the results were CDK5 inh -3.1, RTF Ca sens act 3.8, PfHsp90 set2 -1.6, dFosB act 1.7, Cardiac RTF inh -5.9, Rtt109 Vps75 -22.7, Keap1 Nrf2 FP 2.1, PvdQ inh 1.8, LANA DNA inh 2.0 and NSD2 HMT inh -5.5.
CC(=Nc1ccccc1C(F)(F)F)c1ccncc1 was read as CDK5 inh -0.3, RTF Ca sens act -5.9, PfHsp90 set2 1.1, dFosB act -3.4, Cardiac RTF inh -0.1, Rtt109 Vps75 -3.4, Keap1 Nrf2 FP 4.7, SUMO Mot1 rescue -6.7, PvdQ inh 16.5, LANA DNA inh -4.8 and NSD2 HMT inh 2.0.
`Cc1ccccc1C1CC(=O)NC2=C1C(=O)CCC2` (centres undefined) gave CDK5 inh -1.5, RTF Ca sens act -5.7, PfHsp90 set2 16.2, dFosB act 4.5, Cardiac RTF inh -5.1, Rtt109 Vps75 -1.3, Keap1 Nrf2 FP -2.4, SUMO Mot1 rescue -4.2, PvdQ inh 3.8 and LANA DNA inh 1.9.
`COc1ccc(CNC(=O)CNC(=O)c2ccc(Br)o2)cc1OC` gave CDK5 inh -0.7, RTF Ca sens act -2.4, PfHsp90 set2 -8.5, dFosB act 4.2, Cardiac RTF inh -4.2, Rtt109 Vps75 -4.0, Keap1 Nrf2 FP -5.1, SUMO Mot1 rescue 19.0, PvdQ inh 2.0, LANA DNA inh 0.8 and NSD2 HMT inh -1.3.
Screening O=c1c2ccccc2nnn1CSc1nnc(COc2ccc(Cl)cc2)n1Cc1ccco1 returned CDK5 inh -0.8, RTF Ca sens act 0.7, dFosB act -13.8, Cardiac RTF inh -4.4, Rtt109 Vps75 0.3, Keap1 Nrf2 FP -3.6, SUMO Mot1 rescue -27.3, PvdQ inh -10.6, LANA DNA inh 2.3 and NSD2 HMT inh 1.8.
Screening CCc1noc(C)c1C(=O)N1CCN(S(=O)(=O)c2c(C)c(C)cc(C)c2C)CC1 returned CDK5 inh 0.3, RTF Ca sens act 6.4, dFosB act -4.2, Cardiac RTF inh -9.3, Rtt109 Vps75 -1.2, Keap1 Nrf2 FP -4.1, SUMO Mot1 rescue 6.2, PvdQ inh -9.2, LANA DNA inh 0.5 and NSD2 HMT inh 2.7.
For C=CCNC(=O)C1CC(=O)N(c2ccc(OCC(=O)Nc3ccc(CC)cc3)cc2)C1 (centres undefined) the results were CDK5 inh -3.4, RTF Ca sens act -1.0, dFosB act -23.8, Cardiac RTF inh -2.6, Rtt109 Vps75 3.3, Keap1 Nrf2 FP -7.0, SUMO Mot1 rescue -21.5, PvdQ inh -17.7, LANA DNA inh -0.6 and NSD2 HMT inh -4.0.
COc1cc(OC)cc(C(=O)N[C@H](C(=O)OCC(=O)Nc2ccc(C)cc2C)C(C)C)c1 was read as CDK5 inh 2.2, RTF Ca sens act 2.3, PfHsp90 set2 -29.5, dFosB act -9.2, Cardiac RTF inh -2.8, Rtt109 Vps75 4.5, Keap1 Nrf2 FP -6.9, SUMO Mot1 rescue 77.0, PvdQ inh -12.2, LANA DNA inh -1.9 and NSD2 HMT inh -1.0.
For O=S(=O)(Nc1cccc(S(=O)(=O)N2CCCC2)c1)c1ccc(F)cc1 the results were CDK5 inh -0.1, RTF Ca sens act 1.9, dFosB act -6.8, Cardiac RTF inh 3.6, Rtt109 Vps75 -19.3, Keap1 Nrf2 FP 4.1, PvdQ inh -10.9, LANA DNA inh 0.5 and NSD2 HMT inh -1.9.
CC(C)(C)C(=O)COC(=O)C1CC(=O)N(c2ccccc2)C1 (centres undefined) was read as CDK5 inh -2.0, RTF Ca sens act 2.6, PfHsp90 set2 7.1, dFosB act 2.5, Cardiac RTF inh -3.1, Rtt109 Vps75 -12.3, Keap1 Nrf2 FP -2.7, SUMO Mot1 rescue -9.8, PvdQ inh -3.9, LANA DNA inh -0.9 and NSD2 HMT inh -1.8.
Screening CCCCC(=O)Nc1cc([N+](=O)[O-])ccc1Cl returned RTF Ca sens act -5.9, PfHsp90 set2 -21.9, dFosB act -1.5, Cardiac RTF inh -16.2, Rtt109 Vps75 -0.4, Keap1 Nrf2 FP 0.4, SUMO Mot1 rescue -5.2, PvdQ inh -5.2, LANA DNA inh -0.7 and NSD2 HMT inh 2.4.
COC(=O)[C@H](Cc1ccccc1)NC(=O)NCc1cccs1 was read as CDK5 inh 0.1, RTF Ca sens act -2.0, PfHsp90 set2 7.0, dFosB act 2.3, Cardiac RTF inh -1.8, Rtt109 Vps75 1.1, Keap1 Nrf2 FP -3.9, SUMO Mot1 rescue -12.7, PvdQ inh -15.5, LANA DNA inh 3.0 and NSD2 HMT inh -3.6.
For COc1ccc(CCNC(=O)c2cc(S(=O)(=O)N3CCOCC3)ccc2N2CCCC2)cc1OC the results were CDK5 inh 1.0, RTF Ca sens act -3.0, PfHsp90 set2 22.2, dFosB act -7.4, Cardiac RTF inh 12.8, Rtt109 Vps75 -2.0, Keap1 Nrf2 FP 3.4, SUMO Mot1 rescue 2.0, PvdQ inh -5.5, LANA DNA inh -6.3 and NSD2 HMT inh -0.8.
Screening CC1CCN(C(=O)CSc2nnc(CNC(=O)c3ccc(S(=O)(=O)N(C)C)cc3)o2)CC1 returned CDK5 inh 0.7, RTF Ca sens act -3.4, PfHsp90 set2 7.4, dFosB act 2.1, Cardiac RTF inh -4.9, Rtt109 Vps75 -2.7, Keap1 Nrf2 FP -5.3, SUMO Mot1 rescue -11.3, PvdQ inh -4.9, LANA DNA inh 0.1 and NSD2 HMT inh -0.4.
Screening N#Cc1c(N)nc2c(c1N)CC(CCl)O2 (centres undefined) returned CDK5 inh -2.6, RTF Ca sens act -3.7, PfHsp90 set2 15.3, dFosB act 3.0, Cardiac RTF inh -2.1, Rtt109 Vps75 3.4, Keap1 Nrf2 FP -1.2, SUMO Mot1 rescue 180.7, PvdQ inh 13.3, LANA DNA inh 2.6 and NSD2 HMT inh 1.0.
Cc1csc(NC(=O)CSc2ncc(-c3ccccc3)[nH]2)n1 was read as CDK5 inh -3.0, RTF Ca sens act 8.0, PfHsp90 set2 16.9, dFosB act -5.6, Cardiac RTF inh -3.7, Rtt109 Vps75 -1.1, Keap1 Nrf2 FP -4.5, SUMO Mot1 rescue -9.2, PvdQ inh -9.8, LANA DNA inh 2.6 and NSD2 HMT inh 6.3.

Compound activity deposited in PubChem by several laboratories.
